# ABCB6 inh 2 – ABCB6 transporter inhibitors, primary screen, K562-ABCB6 cells, flow cytometry, MLPCN library; ATP-binding cassette sub-family B member 6 (Homo sapiens), Q9NP58; K562-ABCB6 porphyrin accumulation, 1 h; active compounds read low; fluorescence ratio to DMSO, % at 10 µM; 360,000 compounds, 0.19% hits;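 active = fluorescence ratio to DMSO below 75%, the collection mean minus 3 SD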;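 note: signal is porphyrin accumulated inside mitochondria; 100% equals median channel fluorescence of DMSO control wells; lower ratio means ABCB6 inhibition with less porphyrin fluorescence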
# TLR9-MyD88 block – inhibitors of TLR9-MyD88 association in cells, primary screen, cell-based, CHO, BLA complementation, fluorescence | CCF4 FRET ratio | Toll-like receptor 9 (Homo sapiens) + Myeloid differentiation primary response protein … | AID 504734, 2011 | inhibition, % at 4.98 µM | 340,000 compounds, 0.21% hits;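 active = inhibition above the mean over all tested compounds plus 3 SD, cut at about 21% in these data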;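 note: 0% = DMSO only wells and 100% = clavulanate BLA inhibitor control wells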
# NOD2-RIPK2 inh – NOD2-RIPK2 binding disruptors in cells, primary screen, fluorescence, CHO cells, BLA complementation; Receptor-interacting serine/threonine-protein kinase 2 (Homo sapiens), O43353; CCF4 ratio; inhibition, % at 4.98 µM; 360,000 compounds, 0.38% hits; AID 624267, 2012; in the data active = inhibition above about 21%;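 note: 0% = vehicle only and 100% = reference blocker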
# ABHD5 PLIN5 PPI – ABHD5-PLIN5 interaction inhibitors, primary screen, cell lysate, split luciferase complementation, luminescence. Split G. princeps luciferase complementation, 4 h. 360,000 compounds, 0.78% hits. Perilipin-5 (Homo sapiens) + 1-acylglycerol-3-phosphate O-acyltransferase ABHD5 (Homo …. inhibition, % at 4 µM;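 active = inhibition above the mean inhibition across every tested compound plus 3 SD, cut at about 22% in these data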;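 note: 0% = DMSO only wells and the 100% control is not disclosed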
# Target sequence (Q00G26 whole entry, looked up): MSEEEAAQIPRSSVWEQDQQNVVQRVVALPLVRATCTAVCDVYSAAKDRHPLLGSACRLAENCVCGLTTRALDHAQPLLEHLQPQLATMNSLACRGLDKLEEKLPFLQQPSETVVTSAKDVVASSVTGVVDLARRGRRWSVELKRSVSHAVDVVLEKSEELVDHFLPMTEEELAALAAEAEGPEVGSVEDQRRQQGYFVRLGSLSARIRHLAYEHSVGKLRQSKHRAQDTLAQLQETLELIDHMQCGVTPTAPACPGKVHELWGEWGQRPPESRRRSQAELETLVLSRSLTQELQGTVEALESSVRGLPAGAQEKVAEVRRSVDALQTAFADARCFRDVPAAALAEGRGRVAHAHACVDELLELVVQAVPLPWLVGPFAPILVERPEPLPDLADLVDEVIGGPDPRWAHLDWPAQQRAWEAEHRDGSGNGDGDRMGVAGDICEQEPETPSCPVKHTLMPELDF
# Target sequence (Q8WTS1 whole entry, looked up): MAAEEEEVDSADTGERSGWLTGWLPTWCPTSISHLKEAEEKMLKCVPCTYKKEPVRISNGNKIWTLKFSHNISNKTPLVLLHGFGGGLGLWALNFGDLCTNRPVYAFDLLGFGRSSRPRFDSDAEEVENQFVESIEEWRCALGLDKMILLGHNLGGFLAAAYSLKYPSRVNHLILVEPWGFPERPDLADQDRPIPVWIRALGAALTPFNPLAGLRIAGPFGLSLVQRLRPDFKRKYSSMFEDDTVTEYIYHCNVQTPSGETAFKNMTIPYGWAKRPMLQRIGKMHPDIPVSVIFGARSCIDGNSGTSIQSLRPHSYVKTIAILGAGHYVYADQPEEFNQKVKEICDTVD
# MC4R ag barr – MC4R agonists recruiting beta-arrestin, primary screen, cell-based, luminescence, agonist arm of biased-ligand search; Melanocortin receptor 4 (Homo sapiens), P32245; U2OS MC4R beta-arrestin complementation; percent of melanotan II response, DMSO zero; activation, % at 8.9 µM; 360,000 compounds, 0.98% hits; AID 540308, 2011;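 active = activation above a per-plate cutoff, the mean activation of sample wells on that plate plus 3 SD, cut at about 8% in these data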
# Cardio protect – cardioprotection against H2O2-induced cell death, primary screen, uHTS, H9c2 cells, ATPLite luminescence; 360,000 compounds, 0.63% hits; AID 588492, 2011; protection from H2O2 cell death, % at 20 µM; H9c2 cardiomyocytes, H2O2 injury protection, 2 h;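 active = compounds giving at least 50% protection of heart cells from peroxide-induced death in the single-dose screen, raw or plate-pattern-corrected value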;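 note: 0% = DMSO wells with peroxide and 100% = DMSO wells without peroxide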
# NCOA2 inhibitor – inhibition of GAL4-SRC2 driven luciferase reporter, primary screen, SRC2 inhibitor project, cell-based, luminescence. 370,000 compounds, 0.17% hits. Nuclear receptor coactivator 2 (Homo sapiens), Q15596. inhibition, % at 9 µM. HEK293 GAL4-SRC2 luciferase reporter. AID 651957, 2012;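 active = inhibition above the mean inhibition of all tested compounds plus 3 SD, set per campaign, cut at about 52% in these data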;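 note: 0% = DMSO treated cells and 100% = cells given Gossypol at 36 µM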
# MC4R antag cAMP – MC4R antagonists of cAMP signaling, primary screen, cell-based, TR-FRET, antagonist arm of biased-ligand search. Melanocortin receptor 4 (Homo sapiens), P32245. 360,000 compounds, 0.48% hits. AID 540295, 2011. MC4R-expressing cells, MTII-stimulated cAMP, LANCE TR-FRET. inhibition, % at 6.5 µM;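 active = inhibition above its plate's cutoff, the mean of tested wells on that plate plus 3 SD, cut at about 29% in these data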;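 note: 0% = Melanotan II alone and 100% = Melanotan II plus saturating MCL0020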
#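 Material: U2OS-MC4R stable cell line | Reagent: Melanotan II challenge after compound preincubation | Doses: One concentration, 6.5 µM nominal | Incubation: 30-min compound preincubation, 1-h Melanotan II challenge, 1-h detection, room temperature | Signal: TR-FRET cAMP assay | Replicates: One well per compound, no replicates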
# Glyco luc inh – increase of ERlucT glycosylation luciferase signal, primary screen, N-linked glycosylation inhibitor project, D54 ERlucT cells, luminescence, set 2. D54 ERlucT glycosylation luciferase reporter, 24 h; percent of 100 nM tunicamycin response. AID 588692, 2011. 360,000 compounds, 0.23% hits. reporter increase, % at 12.5 µM;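 active = mean luciferase reporter signal, scaled so untreated is 0 and the glycosylation-blocking control 100, at or above a set limit in every replicate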;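 note: luciferase carries N-glycosylation sites so blocking glycosylation raises the light; 0% = median of neutral control wells and 100% = median of 100 nM tunicamycin wells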
# HTR2A ag – mouse Htr2a agonists via beta-arrestin recruitment, primary screen, cell-based, luminescence. activation, % at 7.6 µM. AID 624169, 2012. CHO-K1 mHTR2A beta-arrestin complementation; percent of 30 µM serotonin response. 360,000 compounds, 0.66% hits;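 active = activation above a run cutoff, the mean activation of all tested compounds plus 3 SD, cut at about 14% in these data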;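 note: 0% = plate median of compound wells and 100% = 30 µM serotonin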
# * marks the source's active call; other numbers are inactive results; . = not tested or not shown. An excerpt; count on the stated rates, not on these rows.
# The first twelve entries, to show the layout:
SMILES,ABCB6 inh 2,TLR9-MyD88 block,NOD2-RIPK2 inh,ABHD5 PLIN5 PPI,MC4R ag barr,Cardio protect,NCOA2 inhibitor,MC4R antag cAMP,Glyco luc inh,HTR2A ag
Cc1ccc(S(=O)(=O)c2nc(S(C)(=O)=O)sc2N2CCCCC2C)cc1 (stereo not given),95,-9,-8,8,-1.5,-2,31,1,-9,1
COCCn1c(N)c(N(Cc2ccccc2)C(=O)c2ccc(C#N)cc2)c(=O)[nH]c1=O,97,1,-4,-4,-0.9,2,-9,-3,2,2
COc1ccc(C2=CSC3=NCCN23)cc1OC,95,2,-8,-1,0.2,4,-15,0,1,-7
Cc1ccccc1NC(=O)C(C)O/N=C/c1cccc([N+](=O)[O-])c1 (stereo not given),95,0,0,2,0.0,-6,-5,2,0,-2
O=C(c1cccnc1)N1CCN(S(=O)(=O)c2cccc(Cl)c2)CC1,98,-9,-5,6,-0.1,6,8,10,1,-2
COc1ccc(NC(=O)CSc2nccn2Cc2ccc(F)cc2)cc1,98,7,2,-5,-1.8,-4,-13,-4,0,1
O=C(CSC(=S)N1CCCC1)NCCc1ccccc1,95,-14,-2,1,-2.4,-3,-30,-1,0,-5
OC(CC#CCN1CCCCC1)(c1ccccc1)c1ccccc1,97,-9,0,1,0.2,-2,-18,2,-2,6
O=c1oc(-c2cccs2)nc2scc(-c3cccs3)c12,98,10,-4,-2,-1.5,-22,-23,-1,2,-2
c1ccc(CSc2ccc(-c3ccccn3)nn2)cc1,100,5,0,0,-1.8,4,-45,6,-9,2
O=C(CSc1n[nH]c(-c2ccncc2)n1)NC1CCS(=O)(=O)C1 (stereo not given),97,0,-8,-3,2.2,5,-12,16,4,1
Cc1nc(-c2ccc(C(=O)Nc3cc(S(N)(=O)=O)ccc3C)cc2)cs1,99,-11,6,-7,-1.1,2,-32,14,3,1

# This part in full, from the first entry:
SMILES,ABCB6 inh 2,TLR9-MyD88 block,NOD2-RIPK2 inh,ABHD5 PLIN5 PPI,MC4R ag barr,Cardio protect,NCOA2 inhibitor,MC4R antag cAMP,Glyco luc inh,HTR2A ag
Cc1ccc(S(=O)(=O)c2nc(S(C)(=O)=O)sc2N2CCCCC2C)cc1 (stereo not given),95,-9,-8,8,-1.5,-2,31,1,-9,1
COCCn1c(N)c(N(Cc2ccccc2)C(=O)c2ccc(C#N)cc2)c(=O)[nH]c1=O,97,1,-4,-4,-0.9,2,-9,-3,2,2
COc1ccc(C2=CSC3=NCCN23)cc1OC,95,2,-8,-1,0.2,4,-15,0,1,-7
Cc1ccccc1NC(=O)C(C)O/N=C/c1cccc([N+](=O)[O-])c1 (stereo not given),95,0,0,2,0.0,-6,-5,2,0,-2
O=C(c1cccnc1)N1CCN(S(=O)(=O)c2cccc(Cl)c2)CC1,98,-9,-5,6,-0.1,6,8,10,1,-2
COc1ccc(NC(=O)CSc2nccn2Cc2ccc(F)cc2)cc1,98,7,2,-5,-1.8,-4,-13,-4,0,1
O=C(CSC(=S)N1CCCC1)NCCc1ccccc1,95,-14,-2,1,-2.4,-3,-30,-1,0,-5
OC(CC#CCN1CCCCC1)(c1ccccc1)c1ccccc1,97,-9,0,1,0.2,-2,-18,2,-2,6
O=c1oc(-c2cccs2)nc2scc(-c3cccs3)c12,98,10,-4,-2,-1.5,-22,-23,-1,2,-2
c1ccc(CSc2ccc(-c3ccccn3)nn2)cc1,100,5,0,0,-1.8,4,-45,6,-9,2
O=C(CSc1n[nH]c(-c2ccncc2)n1)NC1CCS(=O)(=O)C1 (stereo not given),97,0,-8,-3,2.2,5,-12,16,4,1
Cc1nc(-c2ccc(C(=O)Nc3cc(S(N)(=O)=O)ccc3C)cc2)cs1,99,-11,6,-7,-1.1,2,-32,14,3,1
O=C1N(c2ccccc2)C(c2ccc(Cl)cc2)N2CCCN12 (stereo not given),100,-10,6,0,1.3,8,14,5,-2,4
CC(=O)N1C[C@H]2CON(C)[C@H]2C[C@H]1c1cccc(N2CCOCC2)c1,104,9,-22,7,0.1,3,25,1,2,9
CS(=O)(=O)c1nc([N+](=O)[O-])nn1CCCc1ccccc1,92,-4,2,21,-2.1,-13,.,34*,3,0
COc1ccc(CCNS(=O)(=O)c2cccc3nsnc23)cc1OC,100,-9,-3,-3,0.2,2,-6,0,2,0
N#CCCN1CCN(C(=S)c2ccc(-c3cc(Cl)ccc3Cl)o2)CC1,96,-13,5,-4,3.5,-3,-11,2,-6,-4
CCCCCn1cnc2c(sc3nc4c(cc32)CSC(C)(C)C4)c1=O,89,8,1,-1,1.9,-7,-49,4,-8,6
O=C1NC(c2ccccc2O)Nc2ccccc21 (stereo not given),96,-7,-2,0,-0.7,-2,9,-3,-2,2
O=C(CN1CCN(C(=O)C2COc3ccccc3O2)CC1)Nc1ccccc1 (stereo not given),100,-2,1,-1,-2.5,0,-34,3,1,1
CCOCCOC(=O)C1=C(C)NC(=O)NC1c1cc2c(cc1Br)OCO2 (stereo not given),98,0,-5,3,0.1,-1,0,-4,0,-3
CCN1C(=O)/C(=C/N2CCc3ccccc3C2)SC1=S,99,4,-10,1,0.5,-1,-45,3,2,4
O=C(O)CC(NC(=O)C1c2ccccc2Oc2ccccc21)c1ccc(OC2CCCC2)cc1 (stereo not given),96,1,-2,-8,1.1,-4,8,4,0,2
CCN(C(=O)c1ccc(Cl)c(S(=O)(=O)Nc2c(C)n(C)n(-c3ccccc3)c2=O)c1)c1ccccc1,91,3,-5,-1,1.3,4,20,-2,2,-1
CCOC(=O)/C(=N\Nc1cccc(C(F)(F)F)c1)N1CCOCC1,107,-9,6,-10,1.8,-2,-22,18,1,1

# Single records, as listed above. Order of values: ABCB6 inh 2	TLR9-MyD88 block	NOD2-RIPK2 inh	ABHD5 PLIN5 PPI	MC4R ag barr	Cardio protect	NCOA2 inhibitor	MC4R antag cAMP	Glyco luc inh	HTR2A ag
# Results for c1ccc(CSc2ccc(-c3ccccn3)nn2)cc1 = 100	5	0	0	-1.8	4	-45	6	-9	2
# Results for CCCCCn1cnc2c(sc3nc4c(cc32)CSC(C)(C)C4)c1=O = 89	8	1	-1	1.9	-7	-49	4	-8	6

# (next part)
SMILES,ABCB6 inh 2,TLR9-MyD88 block,NOD2-RIPK2 inh,ABHD5 PLIN5 PPI,MC4R ag barr,Cardio protect,NCOA2 inhibitor,MC4R antag cAMP,Glyco luc inh,HTR2A ag
Cc1cc(=O)[nH]c(SCC(=O)NCCC2=CCCCC2)n1,99,-4,-3,-3,-4.6,5,-10,4,4,0
Cc1ccc(N=Cc2ccccc2O)cc1Cl,99,1,-7,11,0.2,4,1,7,-4,3
O=C1N[C@@H](c2ccccc2)COC(=O)[C@H](Cc2ccc(F)cc2)CC/C=C/C[C@H]1CC(=O)N(CCO)Cc1ccccc1,99,-2,14,-3,0.5,14,1,11,-3,-2
NC(=O)CCC(=O)N1CCCC(C(=O)c2ccc(C(F)(F)F)cc2)C1 (stereo not given),95,2,3,0,0.2,6,6,9,1,1
COc1cccc2cc(-c3csc(CCn4nc(C)cc4C)n3)c(=O)oc12,94,6,-1,4,-0.3,26,-22,7,-2,9
Cc1ccc(S(=O)(=O)N/N=C/c2ccc(OC3CSC3)cc2)cc1,130,5,1,-4,9.5*,-15,4,-3,-1,-3
Cc1ccc(S(=O)(=O)c2cnc(-c3ccccc3)nc2N2CCN(C)CC2)cc1,89,-9,10,16,-0.3,12,-14,-2,0,51*
Cc1cccc(N2CCN(C(=O)c3ccncc3)CC2C)c1 (stereo not given),102,-8,-2,5,1.0,10,0,2,2,1
CCSc1nsc(NC(=O)Nc2cccc(OC)c2)n1,96,-11,-14,-3,3.9,-18,-5,12,-4,0
CC(C)(C)CC(=O)NCCc1csc(-c2ccccc2)n1,95,9,-6,5,2.4,-6,0,0,1,-4
COc1ccc(C(=O)SC2=NCCS2)cc1OC,102,4,0,0,-1.9,16,-5,4,1,-2
c1coc(-c2nc(N=C3N=c4ccccc4=N3)[nH]c2-c2ccco2)c1,111,5,6,-3,-0.4,1,-17,1,1,2
COc1ccc(C(=O)Nc2ccccc2C(=O)Nc2ccccc2)cc1,92,-3,5,-6,-2.3,-17,-20,4,-3,-1
CN(C)C(=O)c1ccc(Nc2ncnc3sc4c(c23)CCCCC4)cc1,93,-7,9,7,-2.3,5,-2,0,0,7
CCOc1ccc(C(=O)Nc2cc(NC(=O)c3ccc(OCC)c(Cl)c3)cc(C(=O)O)c2)cc1Cl,101,-3,5,1,-1.1,6,-17,5,0,1
CC(C)[C@H](NC(=O)c1ccc(F)cc1)C(=O)NC1=NCCS1,102,-8,2,-6,0.3,-8,-25,17,-2,2
CCOC(=O)N(C)c1c(CC)nc2c(OCc3ccc(OC(F)F)cc3)cccn12,98,.,-3,-8,-0.5,0,-21,13,0,-7
COc1ccc(NC(=O)CCNC(=O)N2CC(=O)Nc3ccccc32)cc1OC,98,-4,-1,-6,2.4,-1,-17,16,4,0
CN(Cc1ccccc1)c1ncnc2sccc12,94,3,-4,7,-1.0,-11,23,-3,-9,5
Cc1cc(NC(=O)CSCC(=O)N(C)Cc2ccc(F)cc2)no1,97,-3,-4,4,-2.5,7,-10,7,-3,3
CCOC(=O)C1=CN(Cc2ccccc2)CCC1=O,101,3,-2,-1,1.4,16,20,-2,2,-1
N#Cc1nc(Cc2ccccc2)oc1N1CCC(Cc2ccccc2)CC1,117,0,8,2,0.3,-11,2,5,-4,-5
CSc1nnc(CSc2cc(C)nc(N(C)C)n2)o1,99,-8,-1,-3,-2.3,7,-9,-1,1,5
CCOc1cc(/C=N/NC(=O)CSc2nncn2C)ccc1OCc1ccccc1,100,2,-4,0,1.0,-2,-7,2,-4,-2
CCN(CC)S(=O)(=O)c1cc(NC(=O)c2cc([N+](=O)[O-])ccc2N2CCOCC2)ccc1C,100,-13,-1,-2,-1.7,4,-14,14,-6,-7
CCc1[nH]nc(C(=O)N2CCCC(Nc3cccc(F)c3)C2)c1C (stereo not given),100,-9,-2,15,-1.6,2,-30,7,-5,-3
COc1cccc(OC)c1OCCCCn1cnc2ccccc2c1=O,98,-5,3,-6,-2.0,9,-8,-1,4,0
